Assay outcomes (PubChem)
GCN5L2 inh: inhibitors of human GCN5L2 histone acetyltransferase; GCN5L2 HAT assay, ThioGlo1 CoA-SH fluorescence; Q92830; 0.21% of 390,000 active; Potency, µM (highest dose often 58.9 µM), for inactives: at the top dose activity change, negative = inhibition, most hits filed as inhibitors
Target sequence (Q92830 whole entry, looked up): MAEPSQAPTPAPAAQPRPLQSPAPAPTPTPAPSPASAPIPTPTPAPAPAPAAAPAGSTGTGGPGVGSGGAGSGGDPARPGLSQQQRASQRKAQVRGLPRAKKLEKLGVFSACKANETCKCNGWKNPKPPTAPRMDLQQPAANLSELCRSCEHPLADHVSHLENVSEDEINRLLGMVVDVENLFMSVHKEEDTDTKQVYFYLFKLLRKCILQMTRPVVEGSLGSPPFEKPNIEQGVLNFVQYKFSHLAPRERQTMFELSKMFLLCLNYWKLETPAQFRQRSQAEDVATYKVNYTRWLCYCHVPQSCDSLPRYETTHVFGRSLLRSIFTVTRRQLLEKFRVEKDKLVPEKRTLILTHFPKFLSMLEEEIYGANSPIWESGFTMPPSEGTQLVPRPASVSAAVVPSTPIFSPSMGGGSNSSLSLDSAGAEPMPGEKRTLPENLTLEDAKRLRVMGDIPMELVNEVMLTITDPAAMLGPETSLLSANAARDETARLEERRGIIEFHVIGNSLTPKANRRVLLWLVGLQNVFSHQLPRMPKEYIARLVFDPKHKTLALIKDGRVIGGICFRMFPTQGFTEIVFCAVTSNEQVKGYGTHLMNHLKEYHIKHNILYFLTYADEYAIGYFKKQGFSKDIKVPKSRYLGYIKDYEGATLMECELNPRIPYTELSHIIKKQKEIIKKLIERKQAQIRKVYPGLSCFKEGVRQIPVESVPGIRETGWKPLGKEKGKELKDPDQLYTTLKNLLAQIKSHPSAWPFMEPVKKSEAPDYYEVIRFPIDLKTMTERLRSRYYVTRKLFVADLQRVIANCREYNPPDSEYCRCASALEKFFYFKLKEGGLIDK
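ThioGlo1-coupled HAT assay: 20nM GCN5L2, 70uM acetyl-CoA, 75uM H3(1-25) peptide, pH 7.5. Fluorescence read at 340/540nm at start and after 20 min at room temperature.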
N370S GC mod: inhibits or activates N370S mutant glucocerebrosidase; P04062; Potency, µM (highest dose often 59.4 µM), inactives show at the top dose activity change, negative = inhibition, most hits filed as inhibitors; 0.092% of 330,000 active; N370S GC spleen homogenate, 4MU-glucoside fluorescence;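 further: 0% = full enzyme activity and -100% = no enzyme basal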
FEN1 inh: blocks human flap endonuclease 1 | P39748 | Recombinant FEN1 flap cleavage, fluorescence, 15 min | Potency, µM (titrated, usually from 114 µM), for inactives: top-dose activity change, negative = inhibition, usual class: inhibitors | 0.35% of 390,000 active | AID 588795; further: nearly all actives have a fitted effect of over 65% in size
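Compounds are tested as a concentration series against 10 nM FEN1; after a 15 min room-temperature preincubation, 50 nM substrate starts cleavage, with plate reads at 0 and 15 min. Normalized responses are fitted by a Hill equation.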
Starred values were filed as active, the others as inactive; ? = inconclusive; · = no result given; [ ] = remark or other dose. The call rests on the fitted dose curve; in most records, active means well fitted curve in the direction sought with a large enough effect; inconclusive means small, poorly fitted or top-dose-only effect, or another doubt; inactive means no such curve, though single readings can be large; an effect the other way counts as inactive or inconclusive. Unless noted, on the % scale 0 is the no-effect control and ±100 the full control effect; potency means the concentration at half of the fitted maximal effect. The list is partial, so the mix of outcomes need not match the whole.

SMILES | GCN5L2 inh | N370S GC mod | FEN1 inh
CC1CCCCN1C(=O)C12CCC(C)(/C(=N/O)C1)C2(C)C (stereo not given) | -3% | -5% | -4%
O=C(Cc1ccc(F)cc1)OCC(=O)N1CCN(S(=O)(=O)c2ccc(Cl)cc2)CC1 | 0% | -8% | -3%
COc1ccc(/C=C2\Sc3ccc(C(=O)NCC4CCCO4)cc3N(C)C2=O)cc1 (stereo not given) | -5% | 0% | -14%
CCCc1ncc(C(O)(c2ccccc2)c2ccccc2)n1C | -1% | -5% | 15%
CC(C)C(OC(=O)c1nsc(Cl)c1Cl)C(=O)NCc1ccccc1 (stereo not given) | -5% | 3% | -2%
COCC(=O)NCc1nc2ccccc2[nH]1 | -1% | 4% | -2%
CCCOC(=O)Nc1cccc(C(C)=O)c1 | -1% | 1% | -11%
CCOc1cc(/C=N/NC(=O)C(=O)N2CCCC2)ccc1O | 0% | -12% | -6%
COc1ccc(C2C(C(=O)c3ccco3)=C(O)C(=O)N2c2nnc(C)s2)cc1OC (stereo not given) | -6% | -7% | -9%
Cc1cccc(C(=O)NNC(=O)c2ccccc2C)c1 | -4% | -4% | -11%
O=C(O)c1ccc(NC(=S)NC(=O)c2ccc(-c3ccc(Br)cc3)o2)cc1 | 2% | -1% | -10%
Cc1cc(Nc2ccc([N+](=O)[O-])cc2)nc2ccccc12 | -10% | -2% | 3%
COc1ccc2c(c1)c(C(=O)N/N=C/c1ccc(OC)c(OC)c1)c(C)n2C | 33%[activator] | -1% | 3%
CCC(C)(C)C1CCC(=NNC(=S)Nc2ccccc2)CC1 (stereo not given) | -4% | 9% | -9%
COC(=O)CSc1nnc(-c2ccc(S(=O)(=O)NCc3ccccc3Cl)cc2)o1 | -3% | 0% | -2%
CCOC(=O)c1cnn(-c2nc(-c3ccccc3)nc3c2COC(C)(C)C3)c1N | -6% | 29% | -4%
COc1cccc(-c2[nH]nc3c2C(c2ccoc2)C(C#N)=C(N)O3)c1 (stereo not given) | -12% | -9% | 1%
CN1CCCC(OC(=O)c2ccc(C(C)(C)C)cc2)C1 (stereo not given) | 0% | -10% | 7%
C[C@H](CO)N1C[C@H](C)[C@@H](CN(C)S(=O)(=O)c2ccc(F)cc2)Oc2ccc(NC(=O)C3CC3)cc2C1=O | -2% | · | 17%
CSCC[C@H](NC(=O)[C@H](CC(C)C)NC(=O)[C@@H]1CCCN1C(=O)[C@H](Cc1ccccc1)NC(=O)[C@H](Cc1ccccc1)NC(=O)[C@H](CCC(N)=O)NC(=O)[C@H](CCC(N)=O)NC(=O)[C@@H]1CCCN1C(=O)[C@H](CCCCN)NC(=O)[C@@H]1CCCN1C(=O)[C@@H](N)CCCN=C(N)N)C(N)=O | 14% | 6% | ·
O=C(CCl)N(c1ccccc1)C1CCCCC1 | -5% | 1% | -11%
CC(C)C(NC(=O)c1ccc2c(c1)OCCO2)c1nc2ccccc2[nH]1 (stereo not given) | -10% | -5% | -10%
CC(C)(C)n1nnnc1C(c1ccc(Cl)cc1)N(Cc1cccnc1)Cc1ccco1 (stereo not given) | -5% | ? | -6%
Cc1cc(C)n(CC(O)Cn2cnc3c2c(=O)n(C)c(=O)n3C)n1 (stereo not given) | 1% | 4% | -5%

Given as a markdown table: two of the compounds above.
| SMILES | GCN5L2 inh | N370S GC mod | FEN1 inh |
| --- | --- | --- | --- |
| CC(C)C(NC(=O)c1ccc2c(c1)OCCO2)c1nc2ccccc2[nH]1 (stereo not given) | -10% | -5% | -10% |
| CC(C)(C)n1nnnc1C(c1ccc(Cl)cc1)N(Cc1cccnc1)Cc1ccco1 (stereo not given) | -5% | ? | -6% |

Further structures follow.
SMILES | GCN5L2 inh | N370S GC mod | FEN1 inh
COc1cccc(C(=O)NCC2CCCN(C(=O)c3ccc(C=O)cc3)C2)c1OC (stereo not given) | 0% | 0% | -6%
COc1cc(/C=C/C(=O)OCC(=O)NC(=O)NCc2ccco2)ccc1OC(F)F | -9% | · | 2%
CCN(CC)CCN1C(=O)C(=O)/C(=C(/O)c2ccc(F)cc2)C1c1cccnc1 (stereo not given) | 25% | 1% | 2%
CCOC(=O)COc1ccc(CCNC(C)=O)cc1 | 2% | 1% | -15%
COCC(=O)Nc1c(C(=O)Nc2ccc3c(c2)OCCO3)oc2ccccc12 | -4% | -12% | -23%
CC(C)c1c(C(=O)N/N=C/c2cccs2)nnn1-c1nonc1N | -8% | -3% | -3%
COc1ccc(OC)c(C(=O)CN2C(=O)N(c3ccc(C)cc3)S(=O)(=O)c3ccccc32)c1 | -4% | · | 15%
COC(=O)c1cc(COC(=O)CNC(=O)c2ccc(Br)cc2)oc1C | 0% | · | 12%
Cc1nnc(SCC(=O)Nc2ccc(S(=O)(=O)N3CCCCC3)cc2)s1 | 3% | 0% | -1%
Cc1c(N(C)S(=O)(=O)c2cccc(C(=O)NC(C)C)c2)c(=O)n(-c2ccccc2)n1C | 1% | -4% | -7%
CN(C)c1nc(N)c([N+](=O)[O-])c(NCC2CCCO2)n1 (stereo not given) | 0% | -6% | -1%
CCn1c(O)c(C=Nc2ccccc2)n(-c2ccccc2)c1=S | 1% | 3% | 0%
CNS(=O)(=O)c1cc(NC(C)=O)c(C)cc1C | 2% | 16% | 4%
CCCOc1ccc(C(=O)CCC(=O)OCC(=O)N2CC(=O)Nc3ccccc32)cc1 | 4% | -9% | -20%
COc1ccc(/C=N/NC(=O)CN2CCN(Cc3ccccc3)CC2)cc1Br | -1% | 12% | -5%
COC(=O)c1cc(NS(=O)(=O)c2ccc(C)c3ccccc23)ccc1N1CCOCC1 | 0% | 9% | -8%
COc1cccc(CC2(CO)CCCN(Cc3ccccc3-c3ccco3)C2)c1 (stereo not given) | -10% | -12% | ?
Cc1ccc(S(=O)(=O)C2(C(=O)Nc3ccc(C)c(Cl)c3)CC2)cc1 | -12% | · | -3%
Cc1ccc(-c2ccc(=O)n(CC(=O)Nc3ccc4c(c3)OCCO4)n2)cc1 | 4% | -2% | -7%
Fc1ccc(-n2cnnn2)c(F)c1 | -3% | -4% | -6%
CS(=O)(=O)N(Cc1ccc(C(=O)NC2CCCCC2O)cc1)c1ccccc1 (stereo not given) | 0% | -5% | -1%
CCOc1ccc(-n2nnnc2SCC(=O)N2CCOCC2)cc1 | -5% | 0% | -1%
CSc1nc2nc3c(cc2c(=O)n1-c1ccccc1)COC(C)(C)C3 | -5% | 1% | -2%
Cc1ccc(C(=O)/C=C/c2ccc3c(c2)OCCO3)c(O)c1 | -2% | 2% | -12%
CCN(c1ccc(OC)cc1)S(=O)(=O)c1nnc(NC(=O)COc2ccc(C)cc2)s1 | ? | -8% | 4%
COc1cccc(CNC(=O)CCc2c(C)c3cc4c(C)coc4cc3oc2=O)c1 | -14% | · | -7%
COc1ccc(N(CC(=O)NC2CCCCC2)C(=O)CCCC(=O)Nc2ccccn2)cc1 | -4% | -6% | 4%
Cc1ccc(CCNC(=O)CCNS(=O)(=O)c2ccc3c(c2)oc(=O)n3C)cc1 | -1% | -5% | -13%
c1ccc(Cn2c(-c3cncs3)nc3ccccc32)cc1 | -2% | ? | 0%
CCN(CC)C(=O)N1CCC(NC(=O)Cc2ccccc2)CC1 | -6% | 6% | -8%
CCOCCOC(=O)c1cccc2c1-c1ccccc1C2=O | 3% | -10% | -30%
Oc1ccc(NCc2cccc(OCc3ccccc3)c2)cc1 | -4% | -29% | ?
COc1ccc2cc(CCNS(=O)(=O)c3c(C)cc(C)cc3C)c(=O)[nH]c2c1 | -4% | -17% | 2%
CCOc1ccc(CCNC(=O)C2CC(=O)N(CCc3ccccc3)C2)cc1OCC (stereo not given) | -8% | 11% | 0%
O=C(C1CCN(S(=O)(=O)Cc2ccccc2)CC1)N1CCN(c2ccccc2F)CC1 | 1% | · | 12%
O=C1NC2(CCCCC2)C(=O)N1/N=C/c1ccccc1Br | 0% | -5% | -1%
O=C(Nc1ccccc1C(=O)N1CCOCC1)C1CC(=O)N(c2ccc(F)cc2)C1 (stereo not given) | -2% | 3% | 1%
C=CCNC(=O)c1onc(CSc2ccccc2)c1C(=O)O | -6% | · | 16%
O=C(CN1CCC(C(=O)c2ccc3c(c2)OCCO3)CC1)NC1CCCC1 | -6% | -11% | -6%
CN(C)c1ccc(/C=N/NC(=O)c2ccc(-n3cnnn3)cc2)cc1 | 2% | · | 2%
CCCC(C)C(=O)N(Cc1ccccc1)c1ccccn1 (stereo not given) | 3% | -23% | -5%
CC(=O)Nc1cccc(NC(=O)COc2ccc3c(c2)OCO3)c1 | 0% | -3% | 11%
O=C(Nc1ccc2c(c1)N(Cc1ccccc1)C(=O)c1ccccc1S2)NC1CC1 | -10% | -2% | -14%
CCOC(=O)c1cnn(-c2ccccc2)c1-n1cccc1C(=O)C(=O)Nc1ccccc1C(F)(F)F | -21% | 5% | 2%
O=C(NCCO)C(=O)Nc1cc2c3c(c1)CCC(=O)N3CCC2 | -5% | -2% | 1%
CCOc1cc(C2NN=C(c3ccc(C)cc3)S2)ccc1O (stereo not given) | -10% | 18% | -9%
CC(CCc1ccccc1)NC(=O)CCC(=O)N1CCC(C(N)=O)CC1 (stereo not given) | -11% | -2% | 9%
COc1ccc(-c2ccc(CCC(=O)O)n2-c2ccc(Cl)cc2C)cc1 | -4% | · | 2%
CC[n+]1c(/C=C/c2ccc(OC)c(OC)c2)ccc2ccccc21 | -25% | 0% | -18%
CNC(=O)OC(C)CNS(=O)(=O)c1ccc(C)cc1 (stereo not given) | -1% | 4% | -1%
CC(C)CN(CCCNC(=O)c1cc(-c2cccs2)nc2ccccc12)CC(C)C | -6% | · | -13%
COCCNC(=O)/C(C#N)=C/c1cccc(NC(=O)c2ccccc2Cl)c1 | -11% | 5% | 4%
COc1cccc(N2CCN(C(=O)CCCn3c(=O)[nH]c4ccc(Br)cc4c3=O)CC2)c1 | -12% | · | -17%
CC(=O)Nc1ccc2c(c1)C(=O)c1ccccc1C2=O | -1% | 5% | -14%
CCN(CC)C(=O)c1sc2c(c1C)c(=O)n(Cc1ccccc1)c(=O)n2Cc1c(C)cc(C)cc1C | -13% | · | 14%
COCCCNC(=O)C(=O)Nc1cc2c3c(c1)CCN3C(=O)CC2 | -6% | -14% | -2%
O=C(C[n+]1cc(-c2ccc(Cl)c(Cl)c2)n2c1CCC2)N1c2ccccc2Sc2ccccc21 | 16% | 5% | 4%
COC(=O)c1c(NC(=O)COC(=O)c2ccc(O)cc2)sc2c1CCCCC2 | -6% | 2% | -8%
CC1CCN(CCNC(=O)c2ccc(NC(=O)C3CCCO3)cc2)CC1 (stereo not given) | -2% | -5% | 7%
COc1ccc(OC)c(C(=O)COC(=O)c2ccccc2O)c1 | -9% | 10% | -11%

Continued.
SMILES | GCN5L2 inh | N370S GC mod | FEN1 inh
O=C(CN1CCN(Cc2ccccc2)CC1)N/N=C\C=C/c1ccco1 | 24% | -9% | 0%
CC(C)(C)c1ccc(OCCC(=O)OCC(=O)Nc2ccc(N3CCOCC3)cc2)cc1 | -5% | -3% | -3%
NC(=O)c1nn(CC(=O)Nc2cccc(S(=O)(=O)N3CCCC3)c2)c(=O)c2ccccc12 | 0% | · | 4%
O=C(CSc1nc2ccccc2o1)NC(=O)NCc1ccco1 | 0% | 7% | -15%
Cc1nc(NN)nc(NCc2ccccc2)n1 | -1% | -4% | -7%
O=C(COC(=O)c1cc(S(=O)(=O)N2CCCCC2)ccc1N1CCOCC1)c1ccc(Cl)cc1 | -7% | 20% | -9%
COc1ccc(S(=O)(=O)N2CCN(C(=O)C3CCCCC3)CC2)cc1 | -6% | -16% | 8%
C=CCN(CC=C)C(=O)CN1C(=O)c2ccccc2C1=O | -4% | 2% | 0%
CN(C)S(=O)(=O)c1cc(NC(=O)CN2CCN(c3ccc(O)cc3)CC2)ccc1Cl | -1% | -7% | 4%
CCCCn1nnnc1NCc1ccc(OC)c(OC)c1 | -15% | 3% | -3%
COc1ccccc1NC(=O)C(C)Sc1nc(-c2ccccc2)cn1N (stereo not given) | 1% | · | -14%
O=C(O)CCc1ccc(-c2cccs2)o1 | -24% | -2% | -16%

Some of these compounds in order of length of the SMILES, falling.
SMILES | GCN5L2 inh | N370S GC mod | FEN1 inh
O=C(COC(=O)c1cc(S(=O)(=O)N2CCCCC2)ccc1N1CCOCC1)c1ccc(Cl)cc1 | -7% | 20% | -9%
CN(C)S(=O)(=O)c1cc(NC(=O)CN2CCN(c3ccc(O)cc3)CC2)ccc1Cl | -1% | -7% | 4%
CC(C)(C)c1ccc(OCCC(=O)OCC(=O)Nc2ccc(N3CCOCC3)cc2)cc1 | -5% | -3% | -3%
COC(=O)c1c(NC(=O)COC(=O)c2ccc(O)cc2)sc2c1CCCCC2 | -6% | 2% | -8%
COc1ccc(S(=O)(=O)N2CCN(C(=O)C3CCCCC3)CC2)cc1 | -6% | -16% | 8%
O=C(CN1CCN(Cc2ccccc2)CC1)N/N=C\C=C/c1ccco1 | 24% | -9% | 0%
COc1ccccc1NC(=O)C(C)Sc1nc(-c2ccccc2)cn1N (stereo not given) | 1% | · | -14%
COc1ccc(OC)c(C(=O)COC(=O)c2ccccc2O)c1 | -9% | 10% | -11%
C=CCN(CC=C)C(=O)CN1C(=O)c2ccccc2C1=O | -4% | 2% | 0%
O=C(CSc1nc2ccccc2o1)NC(=O)NCc1ccco1 | 0% | 7% | -15%
CCCCn1nnnc1NCc1ccc(OC)c(OC)c1 | -15% | 3% | -3%
O=C(O)CCc1ccc(-c2cccs2)o1 | -24% | -2% | -16%
